aDG glyco up = alpha-DG glycosylation activation; Pro5-aDG cells, alpha-DG glycosylation AlphaScreen (IIH6); 0% Pro5, 100% B10-LARGE cell signal; activation, % at 10 µM; hit rate 0.22% among 360,000; AID 624168;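 active means activation of at least 8% versus controls, or a plate z-score of at least 8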;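 further: Pro5 are CHO cells carrying HIG-tagged alpha-DG that lacks glycosylation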
Glyco luc inh = blocks N-linked glycosylation in D54 reporter cells. reporter increase, % at 12.5 µM. hit rate 0.23% among 360,000. D54 ERlucT glycosylation luciferase reporter, 24 h; percent of 100 nM tunicamycin response;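 active means mean luciferase reporter signal, scaled so untreated is 0 and the glycosylation-blocking control 100, at or above a set limit in every replicate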;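 further: luciferase carries N-glycosylation sites so blocking glycosylation raises the light; 0% = median of neutral control wells and 100% = median of 100 nM tunicamycin wells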
ABCB6 inh 2 = human ABCB6 transporter inhibition; K562-ABCB6 porphyrin accumulation, flow cytometry, 1 h; hits give low values; fluorescence ratio to DMSO, % at 10 µM; hit rate 0.19% among 360,000;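 active means fluorescence ratio to DMSO below 75%, the collection mean minus 3 SD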;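 further: signal is porphyrin accumulated inside mitochondria; 100% equals median channel fluorescence of DMSO control wells; lower ratio means ABCB6 inhibition with less porphyrin fluorescence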
Target sequence (Q9NP58 whole entry, looked up): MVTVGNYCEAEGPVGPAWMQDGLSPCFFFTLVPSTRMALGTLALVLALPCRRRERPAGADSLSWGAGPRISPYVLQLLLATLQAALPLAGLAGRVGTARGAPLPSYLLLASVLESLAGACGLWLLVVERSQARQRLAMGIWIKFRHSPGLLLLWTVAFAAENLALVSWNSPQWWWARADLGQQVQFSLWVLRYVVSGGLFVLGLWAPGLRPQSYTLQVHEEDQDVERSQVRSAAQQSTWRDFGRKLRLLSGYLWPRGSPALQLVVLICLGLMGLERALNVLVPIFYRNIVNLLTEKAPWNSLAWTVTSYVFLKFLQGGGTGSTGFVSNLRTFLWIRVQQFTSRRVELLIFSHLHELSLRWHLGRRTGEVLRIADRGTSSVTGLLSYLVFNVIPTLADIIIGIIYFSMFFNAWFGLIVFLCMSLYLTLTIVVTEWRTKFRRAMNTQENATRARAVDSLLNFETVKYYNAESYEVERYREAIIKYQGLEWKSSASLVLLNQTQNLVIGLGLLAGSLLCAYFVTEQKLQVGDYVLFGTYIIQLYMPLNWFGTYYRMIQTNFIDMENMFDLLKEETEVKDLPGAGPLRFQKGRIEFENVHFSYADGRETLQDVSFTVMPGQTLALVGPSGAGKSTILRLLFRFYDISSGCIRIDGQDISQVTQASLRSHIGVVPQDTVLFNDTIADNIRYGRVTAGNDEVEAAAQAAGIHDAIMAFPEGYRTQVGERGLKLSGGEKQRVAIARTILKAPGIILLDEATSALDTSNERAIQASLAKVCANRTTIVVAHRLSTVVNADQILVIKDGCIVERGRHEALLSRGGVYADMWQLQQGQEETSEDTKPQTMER
iPSC survival up = hiPSC single-cell survival enhancement. ATPlite luminescence; 100% = ROCK inhibitor wells, 0% = DMSO. survival enhancement, % at 20 µM. hit rate 0.044% among 360,000. AID 602274; in the data active means survival enhancement above about 18%;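 further: cells exposed to compounds for 16 hours before the ATP read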
MC4R antagonist = antagonists of human melanocortin 4 receptor (MC4R); P32245; MC4R-expressing cells, MTII-stimulated cAMP, LANCE TR-FRET; inhibition, % at 6.5 µM; hit rate 0.48% among 360,000; AID 540295;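 active means inhibition above its plate's cutoff, the mean of tested wells on that plate plus 3 SD, cut at about 29% in these data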;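 further: 0% = Melanotan II alone and 100% = Melanotan II plus saturating MCL0020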
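System – human MC4R-expressing U2OS cells · Also added – Melanotan II · Dosing – one concentration, 6.5 µM nominal · Timing – 30-min compound, 1-h challenge, 1-h detection, room temperature · Measured by – Eu-cAMP/anti-cAMP TR-FRET, emission 671 nm · Replicates – singlicate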
ABHD5-PLIN5 inh = inhibitors of human ABHD5-perilipin-5 interaction | Q00G26+Q8WTS1 | inhibition, % at 4 µM | hit rate 0.78% among 360,000 | Split G. princeps luciferase complementation, luminescence, 4 h;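 active means inhibition above the mean inhibition across every tested compound plus 3 SD, cut at about 22% in these data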;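 further: 0% = DMSO only wells and the 100% control is not disclosed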
MC4R ag barr = activates human MC4R beta-arrestin recruitment; P32245; U2OS MC4R beta-arrestin complementation, luminescence; percent of melanotan II response, DMSO zero; activation, % at 8.9 µM; hit rate 0.98% among 360,000; AID 540308;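 active means activation above a per-plate cutoff, the mean activation of sample wells on that plate plus 3 SD, cut at about 8% in these data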
Cardio protect = myocardial damage modulation in H9c2 cells. protection from H2O2 cell death, % at 20 µM. AID 588492. hit rate 0.63% among 360,000. H9c2 cardiomyocytes, H2O2 injury protection, ATPLite, 2 h;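 active means compounds giving at least 50% protection of heart cells from peroxide-induced death in the single-dose screen, raw or plate-pattern-corrected value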;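 further: 0% = DMSO wells with peroxide and 100% = DMSO wells without peroxide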
Exocytosis inh = lytic granule exocytosis inhibition; TALL-104 LAMP-1 surface exposure, flow cytometry; cells stimulated with thapsigargin and PMA; inhibition, % at 10 µM; hit rate 0.66% among 360,000;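 active means inhibition above about 55%, limit read from the data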
HTR2A ag = agonists of mouse serotonin 5-HT2A receptor (HTR2A); AID 624169; activation, % at 7.6 µM; P35363; hit rate 0.66% among 360,000; CHO-K1 mHTR2A beta-arrestin complementation, luminescence; percent of 30 µM serotonin response;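 active means activation above a run cutoff, the mean activation of all tested compounds plus 3 SD, cut at about 14% in these data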;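 further: 0% = plate median of compound wells and 100% = 30 µM serotonin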
* hit, by the source's call.

Start of the data: the first 2 records, to show the layout:
SMILES | aDG glyco up | Glyco luc inh | ABCB6 inh 2 | iPSC survival up | MC4R antagonist | ABHD5-PLIN5 inh | MC4R ag barr | Cardio protect | Exocytosis inh | HTR2A ag
CC(=O)Nc1ccc(NC(=O)c2ccc(NS(=O)(=O)c3cc(C(C)(C)C)ccc3C)cc2)cc1 | 0.2 | 1 | 99 | -1.2 | 3 | -6 | 5.8 | -2 | -17 | -3
O=C(c1nc[nH]c1C(=O)N1CCN(c2ccccc2)CC1)N1CCN(c2ccccc2)CC1 | 0.0 | 13 | 99 | 5.9 | 0 | -13 | -2.2 | 11 | 17 | -1

The whole of this part, from the start:
SMILES | aDG glyco up | Glyco luc inh | ABCB6 inh 2 | iPSC survival up | MC4R antagonist | ABHD5-PLIN5 inh | MC4R ag barr | Cardio protect | Exocytosis inh | HTR2A ag
CC(=O)Nc1ccc(NC(=O)c2ccc(NS(=O)(=O)c3cc(C(C)(C)C)ccc3C)cc2)cc1 | 0.2 | 1 | 99 | -1.2 | 3 | -6 | 5.8 | -2 | -17 | -3
O=C(c1nc[nH]c1C(=O)N1CCN(c2ccccc2)CC1)N1CCN(c2ccccc2)CC1 | 0.0 | 13 | 99 | 5.9 | 0 | -13 | -2.2 | 11 | 17 | -1
CCOc1cc(C2NC(=O)NC2=O)ccc1O (stereo not drawn) | -0.1 | 3 | 96 | -0.1 | 5 | -1 | 1.6 | 0 | -16 | -1
Cc1ccccc1NC(=O)c1ccc2c(c1)OCCO2 | -0.1 | 0 | 106 | -0.2 | 3 | 0 | -1.7 | -7 | -5 | -1
c1ccc(Nc2nc(N3CCOCC3)nc(N3CCOCC3)n2)cc1 | 0.6 | -5 | 92 | -2.1 | 9 | 14 | 0.0 | 1 | 0 | 3
COc1cccc(C(C)N(C)Cc2nc(COc3ccccc3)no2)c1 (stereo not drawn) | 0.0 | 1 | 98 | -0.3 | 1 | -2 | 2.0 | -4 | 0 | -3
Cc1ccccc1NC(=S)NNc1ncc(C(F)(F)F)cc1Cl | 0.1 | 1 | 108 | 4.7 | 3 | 4 | -4.0 | -14 | 11 | -4
Nc1nnc(CC(=O)N/N=C\c2ccc(-c3cccc(Cl)c3)o2)s1 | -0.2 | 0 | 91 | -0.6 | 1 | 6 | -2.3 | 2 | 1 | -4
Cc1cn2c(=O)c(C(=O)N3CCN(c4ccccc4Cl)CC3)cnc2s1 | 0.0 | 5 | 100 | 2.5 | -3 | 2 | -0.5 | 3 | 0 | 1
NC(=O)CNC(=O)[C@@H]1CC2(CC(c3ccc(Cl)cc3)=NO2)CN1C(=O)c1ccc(Br)cc1 (stereo partly drawn) | 0.1 | 4 | 100 | 6.1 | 0 | -3 | -0.4 | 8 | 8 | -3
COc1cccc(-c2cnc(C(O)c3cc(C)c(OC)c(C)c3)[nH]2)c1 (stereo not drawn) | 0.1 | 5 | 101 | 2.3 | -7 | 8 | -0.6 | -2 | 1 | -4
COc1ccc2cc(C(=O)N3CCN(Cc4ccc5c(c4)OCO5)CC3)[nH]c2c1 | 0.1 | 10 | 103 | 0.3 | -5 | 2 | -1.4 | -6 | 14 | -14
O=C(NCc1ccc(N2CCCC2=O)cc1)C1CCC(=O)N(Cc2ccccc2F)C1 (stereo not drawn) | 0.0 | 1 | 104 | -0.4 | 6 | 3 | -1.5 | 4 | 8 | 9
O=C1CCCc2c1[nH]c1ccc(CN3CCCCC3)cc21 | -0.4 | 12 | 100 | 0.0 | 0 | -4 | 0.8 | 27 | -1 | -4
Cc1nn(-c2ccc(Cl)cc2Cl)c(=O)c2ccccc12 | -0.2 | -1 | 96 | 0.2 | -3 | 4 | 0.0 | 1 | 4 | -3
CC(=O)C1=C(c2ccccc2)NC(=O)NC1c1ccc2c(c1)OCO2 (stereo not drawn) | 0.0 | -1 | 98 | -0.4 | 1 | 14 | 0.9 | 0 | -4 | -5
COCc1c(C(=O)N2CCN(c3ccc(C(F)(F)F)cn3)CC2)oc2ccccc12 | 0.9 | 2 | 93 | 4.0 | 4 | -10 | -0.3 | -20 | 5 | -2
CCc1ccccc1N1CSC2=C(C#N)C(c3cc(OC)c(OC)cc3OC)CC(=O)N2C1 (stereo not drawn) | 0.1 | 1 | 98 | 2.2 | -3 | -8 | -1.9 | 8 | 1 | -1
Cc1[nH]c2ccc(Br)cc2c(=O)c1CN1CCCCCC1 | 0.0 | 1 | 101 | -0.7 | 3 | 12 | -0.9 | 4 | 9 | -14
Cc1ccc(C(=O)NC(=S)NCc2ccco2)cc1 | -0.1 | 0 | 106 | -4.8 | 11 | 3 | 0.9 | -4 | -2 | 1
CCN(CC)CCNC(=O)CCCCCn1c(=O)[nH]c2cc(C(=O)OC)ccc2c1=O | -0.2 | -2 | 79 | -1.3 | -1 | 0 | -1.0 | -2 | 3 | 2
Cc1cc(C)nc(SCCN2CCOCC2)n1 | -0.1 | 1 | 99 | -0.4 | 4 | 0 | -1.7 | -3 | -6 | 4
Cc1nc2sc(C(c3ccc(Cl)cc3)N3CCOCC3)c(O)n2n1 (stereo not drawn) | -0.2 | 2 | 87 | 2.5 | 8 | 4 | -1.1 | -4 | -1 | -3
Cc1ccc2[nH]c(=O)cc(C(=O)OCC(=O)c3ccccc3)c2c1 | -0.2 | 3 | 87 | -0.9 | 3 | 1 | 1.7 | -1 | -2 | -1
O=[N+]([O-])c1ccc(Cl)cc1N/N=C/c1ccncc1 | -0.1 | 0 | 93 | -0.3 | 6 | 7 | 1.0 | -1 | 1 | 3
COc1cccc(-c2cnc(C(O)c3ccc(Cl)cc3)[nH]2)c1 (stereo not drawn) | 0.0 | -2 | 88 | -0.8 | 0 | 2 | 0.2 | -7 | 0 | 8
c1ccc(-c2cnc(CN3CCN(c4ccccc4)CC3)o2)cc1 | 0.0 | 2 | 98 | -0.3 | 1 | -4 | -2.2 | 4 | -9 | -9
O=S(=O)(NCCc1ccccn1)c1cccs1 | 0.0 | -1 | 91 | 0.3 | 7 | 5 | 1.8 | 7 | 12 | 4
CC(C)(C)C1=Nn2c(nnc2-c2n[nH]c3c2CCC3)SC1 | -0.3 | 3 | 94 | 2.7 | 7 | -4 | -0.9 | 4 | 2 | 3
COc1ccc(NC(=O)/C(C#N)=C/c2ccc(Sc3nncn3C)c([N+](=O)[O-])c2)cc1 | 0.2 | 5 | 95 | 0.1 | 14 | -1 | -1.8 | 38 | 48 | 1
Cc1ccc(S(=O)(=O)N2CCC(C(=O)NNC(=O)C3CC3)CC2)cc1Cl | -0.2 | 4 | 102 | 1.2 | -2 | 6 | -3.1 | -6 | 1 | 3
O=C(COc1cnc2ccccc2n1)NCCC1=CCCCC1 | 0.0 | 0 | 99 | 4.7 | 1 | -9 | -1.4 | 9 | -3 | -3
COc1cccc(-c2nc(=S)c3c(o2)CCCC3)c1 | 0.1 | -7 | 92 | -0.1 | 7 | 1 | -5.0 | -13 | -11 | 12
COc1ccc(N=Cc2nc(-c3ccco3)oc2O)cc1 | 0.5 | 2 | 92 | -1.4 | -7 | 1 | -0.4 | 6 | 1 | -3
CCCCNC(=S)Nc1ccc(OC)nc1 | -0.2 | -2 | 95 | -0.2 | -8 | 0 | -1.6 | -5 | -1 | -1
CC(NCC(c1ccco1)N1CCCCC1)C(=O)NC1CCCC1 (stereo not drawn) | 0.2 | -1 | 98 | 0.0 | 9 | -2 | 0.4 | -5 | -1 | 0
Cc1ccc(S(=O)(=O)NCCC(=O)N(C)Cc2cccs2)cc1 | -0.1 | 0 | 101 | -3.6 | 11 | -8 | 0.4 | -1 | 7 | 0
O=C(c1ccc(-c2ccccc2Cl)s1)N1CCOCC1 | -0.2 | -5 | 95 | -0.8 | -1 | -2 | -1.1 | -10 | -10 | -3
Cc1c(-c2ccco2)[n+](=O)c2c(n1[O-])CCCCC2 | 0.0 | 1 | 100 | -2.2 | -4 | -4 | 0.4 | -1 | -1 | -1
Cc1ccc(-c2csc3nc4cc(C(N)=O)ccc4c(=O)n23)cc1 | 0.0 | 0 | 93 | -0.1 | 4 | -1 | -1.5 | 0 | 31 | 5
O=C(Nc1ccnn1C1CCN(CCCC2CCCC2)CC1)c1ccccc1 | 0.3 | -2 | 103 | -0.4 | 7 | 4 | -0.8 | 0 | 0 | -6
CCOC(=O)c1ccc(-c2ccc3c(c2)CCC3)nc1C | 0.0 | -12 | 100 | 1.0 | 1 | -8 | 3.2 | -9 | -9 | 2
O=C(CSc1nnc(-c2ccccc2)o1)NCC1CCCCC1 | -0.1 | -1 | 100 | -2.1 | 4 | -9 | -0.5 | -1 | -3 | -8
OCCNCCCCOc1ccccc1F | 0.1 | 0 | 97 | -2.7 | 16 | -3 | 0.5 | -1 | -4 | -4
CCS(=O)(=O)c1ncc(Cl)c(C(=O)Nc2ccc(S(=O)(=O)N3CCCC(C)C3)cc2)n1 (stereo not drawn) | -1.1 | -25 | 29* | 20* | 41* | 13 | -4.2 | -17 | 14 | -4
Cc1ccc(OCc2cc(C(=O)N3CCN(C4CCCC4)CC3)no2)cc1C | 0.3 | -2 | 105 | 0.0 | 0 | -1 | -3.9 | -6 | 2 | -10
COc1ccc(C(C)(NC(C)=O)c2nc(-c3cccc4cccnc34)cs2)cc1 (stereo not drawn) | 0.5 | -1 | 105 | 0.9 | 7 | -4 | 0.8 | 19 | 1 | 2
CCCCNC(=O)C1(C)CCCCN1C(=O)c1csnn1 (stereo not drawn) | 0.0 | 1 | 101 | -0.8 | 16 | -1 | 0.3 | 12 | -2 | -5
O=c1ccn(-c2cccc(C(F)(F)F)c2)nc1-c1ccn(-c2ccccc2F)n1 | 0.1 | -4 | 116 | 3.7 | -4 | 1 | 0.3 | 24 | -3 | -2

Given as labelled records: part of the list above
COc1ccc(C(C)(NC(C)=O)c2nc(-c3cccc4cccnc34)cs2)cc1 (stereo not drawn)
- aDG glyco up: 0.5
- Glyco luc inh: -1
- ABCB6 inh 2: 105
- iPSC survival up: 0.9
- MC4R antagonist: 7
- ABHD5-PLIN5 inh: -4
- MC4R ag barr: 0.8
- Cardio protect: 19
- Exocytosis inh: 1
- HTR2A ag: 2

CCCCNC(=O)C1(C)CCCCN1C(=O)c1csnn1 (stereo not drawn)
- aDG glyco up: 0.0
- Glyco luc inh: 1
- ABCB6 inh 2: 101
- iPSC survival up: -0.8
- MC4R antagonist: 16
- ABHD5-PLIN5 inh: -1
- MC4R ag barr: 0.3
- Cardio protect: 12
- Exocytosis inh: -2
- HTR2A ag: -5

O=c1ccn(-c2cccc(C(F)(F)F)c2)nc1-c1ccn(-c2ccccc2F)n1
- aDG glyco up: 0.1
- Glyco luc inh: -4
- ABCB6 inh 2: 116
- iPSC survival up: 3.7
- MC4R antagonist: -4
- ABHD5-PLIN5 inh: 1
- MC4R ag barr: 0.3
- Cardio protect: 24
- Exocytosis inh: -3
- HTR2A ag: -2
